RGS4 inhibitor: Inhibitors of Regulator of G Protein Signaling (RGS) 4: qHTS; Potency, µM (top dose mostly 114 µM), for inactives: top-dose activity change, negative = inhibition, hits mostly inhibitors; Regulator of G-protein signaling 4 (Homo sapiens), P49798; Transcreener GDP fluorescence polarization, RGS4-accelerated GTP hydrolysis; actives 0.039% (n = 390,000); also: potency is read from the fitted curve at half-maximal effect; % is scaled to controls: 0 for no effect and ±100 for the full control effect; nearly all actives have a fitted effect of over 75% in size; some results filed as inactive show a strong effect at the top dose
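MLSMR compounds (23 nl, pin-transferred) preincubated 10 min at room temperature with a 500nM (2x) first reagent, then RGS4 at 900nM (2x) plus Transcreener GDP mix added; fluorescence polarization (620/688 nm) read before and after 90 min at 30 °C.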
APE1 inh: qHTS Assay for Inhibitors of the Human Apurinic/apyrimidinic Endonuclease 1 (APE1). DNA repair nuclease/redox regulator APEX1 (Homo sapiens), P27695. recombinant APE1, TAMRA/BHQ-2 abasic DNA cleavage fluorescence. Potency, µM (highest dose often 65.8 µM), without a hit: at the top dose activity change, negative = inhibition, most hits filed as inhibitors. actives 0.35% (n = 350,000). AID 2517, 2012;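 also: potency is read from the fitted curve at half-maximal effect; plate controls were vehicle for no effect and reference inhibitor for full effect; nearly all actives have a fitted effect of over 55% in size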
Target sequence (P27695 whole entry, looked up): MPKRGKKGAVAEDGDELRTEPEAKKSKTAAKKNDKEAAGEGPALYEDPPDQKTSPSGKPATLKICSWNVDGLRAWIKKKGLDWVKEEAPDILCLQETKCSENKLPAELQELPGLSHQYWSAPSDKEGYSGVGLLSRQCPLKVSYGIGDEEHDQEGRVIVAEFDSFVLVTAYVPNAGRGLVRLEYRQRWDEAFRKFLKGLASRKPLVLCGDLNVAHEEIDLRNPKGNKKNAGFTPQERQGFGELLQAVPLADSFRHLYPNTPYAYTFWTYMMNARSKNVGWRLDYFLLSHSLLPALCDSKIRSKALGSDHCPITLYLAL
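Compound pre-exposure to 0.75 nM APE1, 15 min at ambient temperature. Reaction initiated with 50 nM TAMRA/BHQ-2 THF substrate, read immediately in kinetic mode, 525 nm excitation, 598 nm emission.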
Apoferritin bind: qHTS Assay for Identification of Novel General Anesthetics; Ferritin light chain (Equus caballus), P02791; apoferritin/1-aminoanthracene competitive binding, fluorescence; Potency, µM (titrated, usually from 77.5 µM), for the others: top-dose activity change, negative = displacement, actives largely listed as inhibitors; actives 0.074% (n = 350,000); AID 485281, 2010; also: potency is read from the fitted curve at half-maximal effect; % is scaled to controls: 0 for no effect and ±100 for the full control effect; nearly all actives have a fitted effect of over 20% in size
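Probe: 1-aminoanthracene (50% saturated, PBS). Protein: horse-spleen apoferritin, 10 uM. Incubation: 10 min, room temperature. Detection: 380 nm excitation, 535 nm emission. Analysis: normalized response, four-parameter Hill.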
LDHA inh: qHTS assay for inhibitors of human lactate dehydrogenase. L-lactate dehydrogenase A chain (Homo sapiens), P00338. purified LDHA, NADH/diaphorase-resazurin fluorescence; active compounds read low. activity change, % (values are at about 110 or 230 µM). actives 0.15% (n = 480,000). AID 1347041, 2019; in the data active = activity change below about -30%; inconclusive = mostly about -25% to -30%;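 also: plate controls were DMSO wells for no effect and wells without enzyme for full effect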
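Enzyme activity of human lactate dehydrogenase 5 (2 nM; 0.06 mM NADH, 0.2 mM pyruvate, 5 min, RT) is measured via a resazurin/diaphorase fluorescence readout of residual NADH.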
POLK inh: qHTS for Inhibitors of Polymerase Kappa. DNA polymerase kappa (Homo sapiens), Q9UBT6. purified Pol kappa, fluorescent DNA synthesis assay, 10 min. Potency, µM (doses to about 107 µM), without a hit: at the highest dose activity, negative = inhibition, actives largely listed as inhibitors. actives 0.53% (n = 400,000); also: potency is read from the fitted curve at half-maximal effect; % is scaled to controls: 0 for no effect and ±100 for the full control effect
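10 nM Pol kappa was preincubated with compounds for 15 min at room temperature. Reaction started with 50 nM (final) substrate. Fluorescence read kinetically at 0 and 10 min.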
Pol eta inh: qHTS for Inhibitors of Polymerase Eta; recombinant Pol eta, fluorescent DNA replication assay; actives 1.2% (n = 390,000); Potency, µM (titrated, usually from 114 µM), without a hit: at the top dose activity change, negative = inhibition, usual class: inhibitors; also: potency is read from the fitted curve at half-maximal effect; % is scaled to controls: 0 for no effect and ±100 for the full control effect
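Pol eta at 10 nM preincubated with compounds 15 min at room temperature; reaction started with fluorescent substrate (50 nM final) and read kinetically at 0 and 10 min.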
ERG-DNA inh: qHTS for Small Molecule Inhibitors of the ERG Ets/DNA interaction; Transcriptional regulator ERG (Homo sapiens), P11308; fluorescence polarization, His-ERG Ets domain / labelled DNA; Potency, µM (series often up to 76.9 µM), for inactives: at the top dose FP activity, negative = inhibition, actives largely listed as inhibitors; actives 0.028% (n = 370,000); AID 624246, 2012; active = well fitted inhibition curve with a large enough effect in the polarisation, with a control signal flat; inconclusive = small, poorly fitted or top-dose-only effect, or effect the other way, or a change in a side signal; inactive = no such curve, though single readings can be large or run the other way; the % refers to the polarisation;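 also: polarization taken with two DNA probes labelled with fluorescein and Texas red; potency is read from the fitted curve at half-maximal effect; % of control where 0% means no effect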
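His-tagged ERG Ets domain (1 uM in the protein solution; 300mM KCl, 50mM Tris-HCl, 1mM EDTA, 1mM DTT, pH 7.5) received compound, then a probe mix of 5 nM fluorescein-DNA and 100nM Texas-615-DNA. Fluorescence polarization was read for both dyes.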
POLB inh: qHTS Assay for Inhibitors of DNA Polymerase Beta | Potency, µM (top dose mostly 114 µM), for inactives: at the top dose activity change, negative = inhibition, hits mostly inhibitors | AID 485314, 2010 | P06746 | Pol beta primer extension/strand displacement, fluorescence kinetic | actives 1.3% (n = 340,000); also: potency is read from the fitted curve at half-maximal effect; % is scaled to controls: 0 for no effect and ±100 for the full control effect
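Kinetic readout of DNA synthesis with strand displacement by Pol beta. Compound and 10 nM enzyme sit 15 min at room temperature; 50 nM substrate starts the reaction, read immediately and at 10 min.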
ALOX12 inh: Primary qHTS assay for inhibitors of human arachidonate 12S-lipoxygenase (ALOX12): Round 2; Polyunsaturated fatty acid lipoxygenase ALOX12 (Homo sapiens), P18054; purified 12hLO, xylenol orange hydroperoxide absorbance; Potency, µM (highest dose often 108 µM), without a hit: at the highest dose activity change, negative = inhibition, actives largely listed as inhibitors; actives 1.1% (n = 580,000); also: potency is read from the fitted curve at half-maximal effect; % is scaled to controls: 0 for no effect and ±100 for the full control effect
Target sequence (P18054 whole entry, looked up): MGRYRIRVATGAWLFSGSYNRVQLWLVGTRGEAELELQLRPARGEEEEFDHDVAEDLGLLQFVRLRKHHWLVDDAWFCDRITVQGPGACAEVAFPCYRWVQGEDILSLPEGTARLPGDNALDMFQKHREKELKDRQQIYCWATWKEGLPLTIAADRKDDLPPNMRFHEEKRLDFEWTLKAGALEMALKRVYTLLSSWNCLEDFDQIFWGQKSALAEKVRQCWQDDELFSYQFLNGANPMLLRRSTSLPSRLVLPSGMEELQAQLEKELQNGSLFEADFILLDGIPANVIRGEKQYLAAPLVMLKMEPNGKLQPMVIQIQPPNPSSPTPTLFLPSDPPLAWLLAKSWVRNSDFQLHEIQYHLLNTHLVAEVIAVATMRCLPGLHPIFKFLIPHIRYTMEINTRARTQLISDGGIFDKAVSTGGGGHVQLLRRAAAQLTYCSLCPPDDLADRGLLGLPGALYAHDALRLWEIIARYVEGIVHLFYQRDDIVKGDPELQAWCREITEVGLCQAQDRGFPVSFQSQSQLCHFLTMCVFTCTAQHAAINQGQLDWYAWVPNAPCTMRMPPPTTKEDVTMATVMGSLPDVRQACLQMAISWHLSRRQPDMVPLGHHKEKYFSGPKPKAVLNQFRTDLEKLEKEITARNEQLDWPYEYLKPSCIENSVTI
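Purified human 12hLO at 150 nM in 25 mM Hepes, 0.01% Triton X-100, pH 7.0, preincubated 15 min at room temperature with compound. Reaction started with 40 uM arachidonic acid, 30 min at room temperature. Hydroperoxide measured by Fe-xylenol orange, 573/405 nm absorbance ratio.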
* marks the source's active call; other numbers are inactive results; u = inconclusive; x = not tested or not shown; [ ] = dose if it differs, or a comment. Unless noted, calls follow the shape of the dose curve; as a rule, active = well fitted curve in the direction sought with a large enough effect; inconclusive = small, poorly fitted or top-dose-only effect, or another doubt; inactive = no such curve, though single readings can be large; an effect the other way counts as inactive or inconclusive. Some of the compounds tested; the hit share may differ from the screen's.

SMILES | RGS4 inhibitor | APE1 inh | Apoferritin bind | LDHA inh | POLK inh | Pol eta inh | ERG-DNA inh | POLB inh | ALOX12 inh
COc1cc(/C=C2\SC(=Nc3ccc(O)cc3)NC2=O)cc(OC)c1O | -17% | -13% | -4% | -9 | -19% | -1% | u | -24% | -23%
COC(=O)c1c(NC(=O)COC(=O)[C@@H](NS(=O)(=O)c2cccc(Cl)c2)C(C)C)sc2c1CCC2 | -21% | -10% | -8% | -5 | -3% | -26% | -2% | 3% | -23%
CCOC(=O)C1(Cc2cccc(Cl)c2)CCCN(C(=O)CCNC(C)=O)C1 (centres undefined) | -21% | 20% | -8% | -4 | 2% | -14% | 30% | 16% | 20%
CCCn1c(=O)[nH]c(=O)c2c1nc(-c1ccc(OC(F)F)cc1)n2CCN1CCOCC1 | 5% | -4% | -1% | 2 | 9% | -4% | 7% | 6% | u
COc1cccc(NC(=O)CN2CCCN(S(=O)(=O)c3ccc(Br)cc3)CC2)c1 | -1% | x | 10% | -5 | 3% | -7% | 7% | 0% | u
CCCCN(CC)CCNC(=O)CN1C(=O)COc2ccc(S(=O)(=O)N3CCOCC3)cc21 | -14% | x | 2% | -9 | -9% | 1% | -3% | 0% | -16%
CN(C)C(=O)c1cc(C(=O)c2ccccc2Br)c[nH]1 | 33% | -3% | 3% | -11 | 0% | 6% | -16% | 79% | x
CN(C)S(=O)(=O)c1cccc(C(=O)NCCNC(=O)c2cccc(S(=O)(=O)N(C)C)c2)c1 | 0% | 60%[activator] | 5% | -6 | 0% | -2% | -1% | 1% | 0%
COC(=O)Oc1ccc(/C=N/NS(=O)(=O)c2ccccc2)cc1OC | -7% | -2% | -4% | -4 | 2% | -10% | -2% | 32% | 13%
CCCSc1nnc(NC(=O)CCc2ccccc2)s1 | 20% | 4% | 2% | -14 | -10% | -11% | -3% | 21% | 1%
O=C(NCc1ccccn1)c1cccc(NS(=O)(=O)c2cccc(Cl)c2)c1 | 24% | -1% | u | -16 | -9% | -13% | 5% | -15% | 29%
O=C(CSc1nc2ccccc2s1)Nn1cnnc1 | -8% | -7% | -5% | -4 | -3% | -46% | 10% | -3% | 219%[activator]
Cc1[nH]n(-c2ccccc2)c(=O)c1C(c1cccc([N+](=O)[O-])c1O)c1c(C)[nH]n(-c2ccccc2)c1=O | -5% | 1% | -17% | -5 | -12% | -21% | -3% | 0% | 25µM*
N/C(=N\OC(=O)CN1C(=O)c2ccccc2C1=O)c1ccc(Cl)cc1 | -5% | 6% | -11% | -10 | -16% | -3% | 5% | 88% | -26%
CCSc1ncc(Cl)c(C(=O)N(Cc2ccc(C(C)(C)C)cc2)C2CCS(=O)(=O)C2)n1 (centres undefined) | 17% | x | u | -10 | -26% | x | 0% | 32% | -1%
Cc1cc(C)cc(Oc2nc3c(C)cccn3c(=O)c2/C=C(\C#N)C(=O)NC2CCS(=O)(=O)C2)c1 (centres undefined) | -4% | -2% | -9% | -7 | 3% | -9% | -7% | 34% | 10%
CCOc1ccccc1C(=O)Nc1nncs1 | -9% | 1% | -16% | -10 | -1% | 10% | x | -1% | -21%
CCOC(=O)C1CCN(c2c(C(=O)c3ccccc3)cnc3ccc(CC)cc23)CC1 | 7% | -8% | -18% | 0 | 1% | -27% | -1% | -18% | u
COc1cccc(C(=O)N2CCC(c3nc4ccccc4s3)CC2)c1 | -11% | x | -11% | -4 | 10% | -15% | -2% | 23% | -7%
CN1CCN(C(=O)c2cc(C(C)(C)C)cc(C(C)(C)C)c2)CC1 | 18% | -10% | -7% | -8 | -6% | 1% | 9% | -1% | -7%
COc1ccc(N2CCN(C(=O)c3cc(=O)c4cc(C)ccc4o3)CC2)cc1 | 8% | 19% | 3% | -5 | -11% | -1% | 2% | 13% | 0%
CC1=C(C(N)=O)C(c2ccccn2)n2nc(SCc3ccccc3)nc2N1 (centres undefined) | -18% | 0% | 1% | -4 | -11% | -15% | 3% | 14% | -6%
Cc1ccc(C(C)C)c(OCc2nnc(SCC(=O)Nc3ncc(C)s3)n2C)c1 | 15% | 5% | -1% | -3 | -8% | 8% | x | -6% | 8%
CC1Cc2ccccc2N1C(=O)CSc1nnc(Cn2nnc3ccccc32)n1C (centres undefined) | 35% | -2% | -19% | -2 | 4% | -9% | x | -1% | 16%
CC(=O)NC(CCS(C)(=O)=O)C(=O)Nc1ccc(F)cc1Cl (centres undefined) | 13% | 0% | -11% | -6 | -2% | -18% | -13% | -2% | -22%
CCc1ccc(CSc2nc(-c3ccccc3F)nc3c2Cc2c(CO)cnc(C)c2O3)cc1 | 18% | x | 2% | 0 | -8% | -16% | 2% | -28% | u
O=c1c2c3c(sc2nc2n1CCCC2)CCCC3 | -20% | -3% | -13% | -4 | -4% | -3% | -3% | -1% | -2%
CCc1ccc(Oc2coc3cc(OC(=O)c4cc5ccccc5oc4=O)ccc3c2=O)cc1 | -32% | 4% | 3% | 6 | -15% | -14% | -17% | 4% | -9%
CN(C)c1ccc(/C=N/NC(=O)Cn2nnc3ccccc32)cc1 | -1% | 1% | -15% | 3 | -5% | -11% | -5% | -15% | 5%
CCC(C)Nc1c([N+](=O)[O-])cc(C)cc1[N+](=O)[O-] (centres undefined) | 14% | 4% | u | 0 | -6% | -7% | 0% | 84% | 16%
COc1cc(/C=C2/C(=N)N3OC(C)=CC3=NC2=O)ccc1OCCOc1ccc(C)cc1 | 9%[11.4 µM] | 3% | -10% | -11 | -2% | -6% | -1% | 44% | 0%
O=C1OC2(c3ccccc31)c1cc(I)c(O)c(I)c1Oc1c2cc(I)c(O)c1I | x | 27µM* | -15% | x | 27µM* | x | x | x | 1.6µM*
c1ccc(C2=Nc3cccc4cccc(c34)N2)cc1 | -19% | 17% | -14% | 7 | -8% | -12% | 0% | 31% | u
Cc1cccc(OCC(=O)N(Cc2sccc2C)C2CCS(=O)(=O)C2)c1 (centres undefined) | 14% | x | -7% | -9 | -1% | x | 1% | -28% | -18%
C=CCc1ccc(O)c(-c2ccc(O)c(CC=C)c2)c1 | -6% | u | u | 4 | -7% | -23% | -15% | u | u
COc1ccc(C(CNC(=O)c2ccc(S(=O)(=O)Nc3ccc(F)cc3)cc2)N(C)C)cc1 (centres undefined) | -3% | 13% | -13% | -10 | -10% | -6% | -2% | 0% | u
Cc1ccc2nc(NC(=O)c3ccc(Cl)s3)sc2c1 | 16% | 9% | 3% | -6 | -13% | 1% | -5% | 34% | 1%
COc1cccc(CN(C)C(=O)Cc2c[nH]c3ccccc23)c1OC | -28% | 3% | -10% | -1 | 3% | -21% | -10% | -5% | 3%
O=C(O)CCCCCNCc1ccncc1 | 12% | 1% | -4% | 2 | -9% | -16% | -6% | 13% | -3%
COc1ccc(S(=O)(=O)NCC(c2ccc(C)cc2)N2CCN(C)CC2)cc1OC (centres undefined) | 10% | 2% | x | -5 | -8% | -26% | -18% | x | u
CC(=O)N1CCc2cc(S(=O)(=O)CCC(=O)NCc3ccco3)ccc21 | -8%[11.4 µM] | -2% | -7% | -2 | 7% | -14% | -9% | 2% | 3%
COc1ccccc1Cc1nc2ccccc2n1S(=O)(=O)c1ccc(Cl)cc1 | -4% | 28% | -5% | -4 | -2% | -4% | x | 51% | 7%
COc1ccc(CN(C)C(=O)c2ccc(NC(=O)CC3SC(N4CCCC4)=NC3=O)cc2)c(OC)c1 (centres undefined) | -10% | 1% | x | -9 | -12% | -4% | -3% | x | -30%
CC(=O)NC(CC(=O)Nc1ccc(S(=O)(=O)N2CCCCC2)cc1)c1ccccc1 (centres undefined) | 13% | -2% | -22% | 0 | -6% | -14% | -5% | 12% | 0%
COc1cccc(CNCCSc2nnnn2C)c1OCc1ccccc1 | 2% | x | -7% | -1 | -2% | -21% | 3% | 5% | -23%

Reformatted as tab-separated lines: part of the list above
Molecule	RGS4 inhibitor	APE1 inh	Apoferritin bind	LDHA inh	POLK inh	Pol eta inh	ERG-DNA inh	POLB inh	ALOX12 inh
CC1Cc2ccccc2N1C(=O)CSc1nnc(Cn2nnc3ccccc32)n1C (centres undefined)	35%	-2%	-19%	-2	4%	-9%	x	-1%	16%
Cc1[nH]n(-c2ccccc2)c(=O)c1C(c1cccc([N+](=O)[O-])c1O)c1c(C)[nH]n(-c2ccccc2)c1=O	-5%	1%	-17%	-5	-12%	-21%	-3%	0%	25µM*
COC(=O)c1c(NC(=O)COC(=O)[C@@H](NS(=O)(=O)c2cccc(Cl)c2)C(C)C)sc2c1CCC2	-21%	-10%	-8%	-5	-3%	-26%	-2%	3%	-23%
Cc1cccc(OCC(=O)N(Cc2sccc2C)C2CCS(=O)(=O)C2)c1 (centres undefined)	14%	x	-7%	-9	-1%	x	1%	-28%	-18%

Assay outcomes: PubChem, National Center for Advancing Translational Sciences (NCATS)
